GSK3B inh – human GSK3beta kinase inhibition; P49841; GST-GSK3beta kinase, ADP-Glo luminescence, 60 min; stronger effect = lower value; activity score (negative = inhibition), % at 10 µM; hit rate 0.038% among 300,000;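 active means more than half of replicate wells score below -50%, meaning over 50% inhibition versus plate controls; inconclusive means some replicates but at most half score below -50%; inactive means no replicate scores below -50%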;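 further: 0% = median DMSO wells and -100% = median GW8510 positive control wells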
Target sequence (P49841 whole entry, looked up): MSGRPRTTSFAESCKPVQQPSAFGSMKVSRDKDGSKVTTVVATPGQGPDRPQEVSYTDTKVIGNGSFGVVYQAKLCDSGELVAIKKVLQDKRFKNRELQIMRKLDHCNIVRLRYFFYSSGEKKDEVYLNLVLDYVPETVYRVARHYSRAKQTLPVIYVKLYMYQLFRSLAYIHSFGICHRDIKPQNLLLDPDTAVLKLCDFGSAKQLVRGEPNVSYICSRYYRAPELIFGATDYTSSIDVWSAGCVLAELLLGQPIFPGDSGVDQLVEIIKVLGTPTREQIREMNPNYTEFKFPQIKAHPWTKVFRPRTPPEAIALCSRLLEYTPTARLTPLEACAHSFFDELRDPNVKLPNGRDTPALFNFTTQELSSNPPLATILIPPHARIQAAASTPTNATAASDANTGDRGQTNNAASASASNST
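test system = GST-tagged human GSK3beta kinase, cell-free | reagent = 25 µM ATP with peptide substrate | dosing = one dose of 10 µM per compound | schedule = 60 min reaction, RT | detection = luminescent ADP-Glo measurement of ADP formed | control set = DMSO neutral wells and GW8510 at 20 µM as positive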
HSP90 inh – HSP90 refolding inhibition in rabbit reticulocyte lysate | AID 1789 | inhibition, % at 5.6 µM | luciferase refolding luminescence, 3 h | hit rate 0.91% among 290,000;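 active means inhibition above the screen-wide mean plus 3 SD, computed separately per campaign, cut at about 16% in these data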;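 further: 0% = DMSO wells and 100% = 60 µM geldanamycin wells; inhibitors lower the luminescence because luciferase stays unfolded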
PolyA inh – inhibitors of polyadenylation in S. cerevisiae | hit rate 0.02% among 300,000 | S. cerevisiae SKY197-pL101 polyadenylation reporter, beta-gal luminescence; efflux-impaired pdr1/pdr3 knockout yeast; score 100 = 6 SD above DMSO | AID 1875 | calls only at 12 µM;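 active means lowest replicate activity score at least 50, where 100 means six control SD above control mean; inconclusive means lowest score under 50 but half or more replicates reach 50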;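 further: yeast exposed to compound for 9 h at 30 °C; higher score means more reporter readthrough which indicates perturbed polyadenylation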
aSyn UTR inh – 5' untranslated region of α-synuclein, MLPCN primary screen. hit rate 0.82% among 300,000. alpha-synuclein 5'UTR reporter, inhibitor activity. inhibition, % (tested at 7.5 µM); in the data active means inhibition above about 60%; inconclusive means no clear call, values can overlap the other calls;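 further: H4 neuroglioblastoma cells stably carrying SNCA 5'UTR luciferase fusion; 0% = DMSO wells and 100% = positive control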
HSF-1 act – increases HSF-1 driven luciferase reporter signal | hit rate 1.7% among 300,000 | AID 504408 | NIH3T3-HGL HSF-1 luciferase reporter, MG132, 8 h; 100% = twice DMSO control signal | activation, % at 9 µM;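 active means mean replicate activation of at least 50% with a set share of replicates each reaching 50%; inconclusive means only one of those two conditions met; inactive means mean below 50% and too few replicates reaching it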;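 further: 0% = median of the neutral control wells and 100% = twice that signal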
GSK3 alpha inh – blocks human GSK-3 alpha kinase; ADP-Glo luminescence, 60 min; inhibition, % at 10 µM; hit rate 0.1% among 320,000; P49840; AID 2650;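 in the data active means inhibition above about 50%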;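 further: GST-tagged GSK-3 alpha with peptide substrate and 25 µM ATP; 0% = DMSO neutral wells and 100% = GW8510 positive control wells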
Target sequence (P49840 whole entry, looked up): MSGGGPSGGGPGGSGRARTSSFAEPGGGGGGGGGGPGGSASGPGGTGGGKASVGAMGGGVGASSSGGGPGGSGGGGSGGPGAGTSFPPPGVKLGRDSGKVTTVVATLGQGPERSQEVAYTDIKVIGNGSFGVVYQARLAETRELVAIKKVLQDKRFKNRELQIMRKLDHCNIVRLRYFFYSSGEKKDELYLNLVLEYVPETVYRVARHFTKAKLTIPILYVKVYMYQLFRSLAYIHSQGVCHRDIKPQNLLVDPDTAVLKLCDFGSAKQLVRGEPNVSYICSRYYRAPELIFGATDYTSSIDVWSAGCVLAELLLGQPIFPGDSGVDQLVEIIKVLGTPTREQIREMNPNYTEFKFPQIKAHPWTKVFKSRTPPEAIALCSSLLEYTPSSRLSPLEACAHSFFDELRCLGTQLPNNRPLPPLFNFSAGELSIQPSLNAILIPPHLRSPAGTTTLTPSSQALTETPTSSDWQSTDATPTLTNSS
HSF1 inh – HSF1 inhibition; NIH3T3-HGL HSE-luciferase, MG132-induced, luminescence 8 h; stronger effect = lower value; activity change, negative = inhibition, % at 7.5 µM (by protocol); hit rate 0.77% among 300,000; AID 2098;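 active means more than half of replicate wells show activity change below -50%, luminescence cut by over half; inconclusive means some wells, but at most half, below -50%; inactive means no replicate well below -50%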;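 further: luciferase reports HSF-1 transcriptional activity via heat shock element; 0% = median of DMSO wells and -100% = zero luminescence signal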
AI-2 QS mod – modulators of Vibrio harveyi AI-2 quorum sensing system; Vibrio harveyi JMH597 AI-2 luminescence/OD600 ratio, 9 h; stronger effect = lower value; strain lacks LuxN and CqsS sensors; 0 = neutral-control median; activity change, % at 7.5 µM; hit rate 0.4% among 300,000; in the data active means activity change below about -75%, passing the limit was not always enough; inconclusive means no clear call, values can overlap the other calls;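 further: luminescence divided by OD600 gain over 9 h not by final OD600 alone; inactives centre near 13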
IEC-6 tox – kills IEC-6 intestinal cells in KLF5 counter-screen. hit rate 0.78% among 290,000. IEC-6 cytotoxicity, luminescence viability. inhibition, % at 5 µM; in the data active means inhibition above about 22%;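 further: 0% = plate median of test compound wells and 100% = cytotoxic reference compound wells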
KLF5 inh – suppresses KLF5 promoter-driven expression. AID 1700. DLD-1 KLF5 promoter-luciferase reporter, luminescence. inhibition, % at 5 µM. hit rate 0.23% among 290,000;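 active means inhibition above a per-plate limit of that plate's mean compound inhibition plus 3 SD, cut at about 60% in these data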;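 further: 0% = DMSO wells and 100% = LY294002 at 200 µM; higher means less KLF5 promoter-driven luciferase light; inactives centre near -14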
An asterisk follows results filed as active; i = inactive; ? = inconclusive; . = no result given.

SMILES | GSK3B inh | HSP90 inh | PolyA inh | aSyn UTR inh | HSF-1 act | GSK3 alpha inh | HSF1 inh | AI-2 QS mod | IEC-6 tox | KLF5 inh
COc1ccc(S(=O)(=O)N2CCN(CC(=O)c3ccc(O)c(O)c3)CC2)cc1 | -4 | -5 | i | 2 | -7 | 3 | 1 | -2 | 5 | -30
CCOC(=O)CCC(=O)NNC(=O)c1ccc(NC(=O)c2ccccc2)cc1 | 3 | 3 | i | -2 | 13 | -3 | -1 | 23 | 1 | 11
CCN(c1nc(N)c(C(=O)N=C(N)N)nc1Cl)C(C)C | 2 | . | i | -9 | -22 | 9 | -2 | 9 | . | .
Cc1ccccc1-c1nnc(NC(=O)CSc2nc3ccccc3s2)s1 | 1 | 1 | i | -19 | -7 | 3 | 3 | -5 | 8 | 8
CCCC/C(C)=N/NC(=O)NC1CCCCC1 | 1 | -8 | i | 8 | -30 | -2 | -9 | 13 | 0 | -43
Cc1nnc(SCCCn2c(N3CCN(c4ccccc4)CC3)nc3c2c(=O)[nH]c(=O)n3C)s1 | -9 | 4 | . | . | . | -1 | . | 30 | 7 | -7
Cc1ccc(C)c(S(=O)(=O)N2CCN(CC(=O)Nc3sccc3C#N)CC2)c1 | -2 | 0 | i | 25 | 3 | 0 | -1 | 5 | 1 | -28
Cc1ccc(-c2nc(S(=O)(=O)c3ccc(C)cc3)c(N(C)C)o2)cc1 | -4 | 1 | i | -13 | 22 | -2 | -5 | 8 | -5 | -19
CSc1cccc(NC(=O)CN2C(=O)COc3ccc(S(=O)(=O)N4CCOCC4)cc32)c1 | 5 | -3 | i | -9 | 21 | 1 | 2 | 34 | -11 | 4
Cc1ccc(NC(=O)Nc2cccc3ccccc23)cc1 | 0 | 2 | i | -27 | 13 | 0 | 4 | 23 | 1 | -28
COc1ccc(CCNC(=O)COC(=O)/C=C/c2ccc(OCC#N)c(OC)c2)cc1OC | 1 | -2 | i | 3 | 0 | 1 | -7 | 26 | -5 | -22
NC(=O)Nc1ccc(F)cc1 | 4 | 1 | i | 4 | 9 | 5 | -10 | -2 | -4 | -40
CCCCC(c1nnnn1CC1CCCO1)N1CCN(Cc2ccccc2)CC1 (stereo unspecified) | 0 | 0 | i | -17 | 8 | -2 | -1 | -1 | 6 | -22
CN(c1cccc(NC(=O)c2ccc(C(C)(C)C)cc2)c1)S(C)(=O)=O | -2 | -1 | i | -174 | 34 | -1 | 15 | 22 | 5 | -88
O=C(CSc1nnc2ccc(-c3ccncc3)nn12)N1CCCCC1 | 2 | 0 | i | -8 | 10 | 0 | 0 | 3 | -4 | -21
Cc1cc(C(=O)Nc2c(C)n(C)n(-c3ccccc3)c2=O)c2ccccc2n1 | 0 | 3 | i | 11 | -12 | -2 | -11 | 19 | 0 | -31
CC(=O)NCCNS(=O)(=O)c1ccc(C)c([N+](=O)[O-])c1 | 1 | 0 | i | -13 | -6 | -9 | 1 | 29 | 1 | -13
CN(C)/C=C/C(=O)c1ccc(F)cc1F | -1 | -1 | i | -1 | -1 | 0 | -1 | -11 | 1 | -15
O=C(CCc1nnc2ccc(N3CCC4(CC3)OCCO4)nn12)NCc1ccccc1Cl | 5 | -4 | i | 2 | 5 | 0 | -7 | 7 | 1 | -8
COc1ccccc1N1CCN(c2nc(N)c(C#N)c(CC#N)c2C#N)CC1 | -3 | 8 | i | 2 | 12 | -1 | 2 | -7 | -6 | -9
CCOc1ccccc1C(=O)NCCNC(=O)c1ccccc1OCC | 1 | . | i | 3 | 9 | 0 | 4 | 14 | . | .
O=C(Nn1cnnc1)c1cccc(S(=O)(=O)N2CCOCC2)c1 | 8 | 1 | i | 1 | 13 | 2 | 1 | 15 | -1 | 4
COc1ccc(S(=O)(=O)N(n2c(C)nnc2-n2nc(C)cc2C)S(=O)(=O)c2ccc(OC)cc2)cc1 | 3 | 0 | i | -14 | 12 | -1 | -6 | 11 | 0 | -11
CCOC(=O)c1c(C)[nH]c(N=Nc2ccccc2C)c1C | 3 | -2 | i | -213 | 24 | -6 | 25 | 12 | 1 | -84
S=C(NC1CCCCC1)N1CCN(c2ncccn2)CC1 | 3 | -1 | i | . | . | 0 | . | 12 | -3 | 3
Going on with the list.
SMILES | GSK3B inh | HSP90 inh | PolyA inh | aSyn UTR inh | HSF-1 act | GSK3 alpha inh | HSF1 inh | AI-2 QS mod | IEC-6 tox | KLF5 inh
CSCCC(=O)N1CCCC(CNC(=O)c2ccccc2Cl)C1 (stereo unspecified) | -1 | 1 | i | 14 | 35 | -1 | 8 | 13 | 5 | -24
O=C(NCC1CCCO1)c1ccc[nH]1 (stereo unspecified) | -2 | 2 | i | 2 | -15 | -2 | 0 | 17 | -2 | -11
O=C(c1ccco1)N1CCN(S(=O)(=O)c2ccc(C3CCCCC3)cc2)CC1 | 4 | -1 | i | 3 | -10 | 1 | -3 | 4 | -3 | -38
COc1ccc(OC)c(NC(=O)CC2SC(=Nc3ccccc3)N(CCc3ccccn3)C2=O)c1 (stereo unspecified) | 1 | 4 | i | -35 | 5 | -3 | -2 | 23 | 0 | 18
Cc1ccc(NC(=S)N/N=C2/CCCc3c(C)cc(C)cc32)cc1 | 0 | 1 | i | -23 | 7 | . | -2 | 26 | 4 | -6
CCN(CC)S(=O)(=O)c1ccc2c(c1)N(CC(=O)N1CCCC1)C(=O)CO2 | 5 | -1 | i | -12 | -3 | -2 | -4 | 3 | 2 | -32
CCCN(CCC)CCNC(=O)C1c2ccccc2C(=O)N2CCc3ccccc3C12 (stereo unspecified) | -2 | 4 | i | -8 | -40 | 0 | -20 | 28 | 0 | -5
CN(C)CCNc1cnn(-c2ccccc2)c(=O)c1Cl | 3 | -1 | i | -25 | -16 | 0 | -4 | 12 | -2 | -14
CC(C)Oc1ccc(CNC(=O)c2ccc3c(c2)N(C)CCS3)cc1 | 1 | -1 | i | -23 | 44 | -2 | 21 | 36 | 2 | 2
Cn1c(NCCCO)nc2c(c1=O)C1(CCCCC1)Cc1ccccc1-2 | . | -2 | . | . | . | -2 | . | . | -2 | -28
COc1ccc(S(=O)(=O)N2CCCCC2)cc1NC(=O)CSc1nccn1C | 3 | -1 | i | 25 | -2 | 1 | -4 | 2 | -4 | 4
O=C(Nc1cccc(C(=O)O)c1)/C(=C\C=C\c1ccccc1)NC(=O)c1ccccc1 | 4 | -3 | i | -1 | -7 | -4 | -8 | 22 | -2 | -21
CCOC(=O)c1[nH]c(C)c(C(=O)NCc2ccc(C)cc2)c1C | 3 | -1 | i | 20 | -2 | -3 | -7 | 12 | 6 | 5
O=C(Cc1ccccc1)N/N=C/c1ccc(OCC(=O)Nc2ccccc2)cc1 | 1 | -1 | i | -37 | -15 | 0 | -4 | 24 | -4 | -14
Cc1ccc(Nc2cc(C)nc3c(C)cccc23)cc1 | -1 | -2 | i | 17 | 22 | -2 | 3 | -3 | 2 | -10
Cc1ccc(N2C(=O)C(NC(=O)c3ccccc3)(C(F)(F)F)C3=C2CC(C)(C)CC3=O)cc1 (stereo unspecified) | -1 | 5 | i | 5 | -7 | -1 | 0 | 30 | -2 | -28
O=C(COc1coc(CN2CCN(c3ccccc3F)CC2)cc1=O)Nc1ccccc1 | 2 | . | i | 5 | 10 | 0 | 0 | -9 | . | .
O=C1CCC(=O)N1Cc1c(Cl)cccc1Cl | 1 | -2 | i | 18 | 2 | -2 | -1 | 9 | 4 | -17
CCOc1ccccc1NC(=O)CCCN1C(=S)NC(C)(C)CC1C (stereo unspecified) | 1 | 7 | i | 4 | -16 | 2 | -8 | 18 | 2 | 5
CC(C)(C)c1cc(NC(=O)Nc2ccc(Br)cc2Cl)no1 | 8 | -1 | i | -1 | 0 | 1 | 1 | 11 | 0 | 2
CC[C@H](C)/C=C(C)/C=C/C(=O)Cc1cc(O)c(C)c(O)c1C=O | -3 | . | i | -60 | 78* | -1 | 44 | 49 | . | .
CCN1C(=O)C(CC(=O)Nc2ccc(OC)cc2)N(Cc2ccc3c(c2)OCO3)C1=S (stereo unspecified) | 3 | 1 | i | -8 | -83 | 1 | -78* | 23 | -4 | -5
COC(=O)C1=C(C)NC(=S)NC1c1ccc(OC(=O)c2ccco2)cc1 (stereo unspecified) | 2 | -3 | i | 12 | 1 | -1 | 3 | -10 | 1 | 2
CC(=O)c1cc(Cl)ccc1OC(=O)c1ccco1 | 0 | -4 | i | -2 | -3 | -1 | -5 | 10 | -17 | -17
Cc1ccc(CNS(=O)(=O)c2c(C)n(C)c(=O)n(C)c2=O)cc1 | -4 | -5 | i | 7 | 0 | -2 | -6 | 4 | 2 | -12
Additional results follow:
SMILES | GSK3B inh | HSP90 inh | PolyA inh | aSyn UTR inh | HSF-1 act | GSK3 alpha inh | HSF1 inh | AI-2 QS mod | IEC-6 tox | KLF5 inh
C/C(=N\NC(=O)CCC(=O)O)c1c(-c2ccccc2)c2cc(Br)ccc2[nH]c1=O | -1 | -2 | i | 19 | -38 | 2 | -19 | 4 | 3 | -4
C[C@@H](C(=O)NCc1ccc(S(C)(=O)=O)cc1)[C@@H]1C[C@@]1(C)[C@@H](NC(=O)OCc1ccccc1)c1ccccc1 | . | 1 | . | . | . | 0 | . | . | 3 | -9
O=C1Nc2ccccc2/C1=N\N=C\C1=C(N2CCOCC2)C(=C\c2ccccc2)/CC1 | 3 | 0 | i | 7 | 15 | 3 | 17 | 11 | -3 | -7
Cc1ccc(O)c(C(=O)c2coc(=N)c(C(=O)NC(C)C)c2)c1 | 0 | 2 | i | 11 | -18 | 32 | -1 | 25 | 2 | -1
O=c1[nH]c2cc(NCCO)c([N+](=O)[O-])cc2[nH]1 | 0 | -3 | i | 15 | 1 | 4 | 4 | 19 | 0 | -2
Cc1ccc(C(=O)NCCc2c[nH]c3ccccc23)s1 | 0 | -3 | i | -178 | 48 | -2 | 25 | ? | 2 | -101
CCC1(c2ccccc2)NC(=O)N(CC(=O)Nc2cc(S(=O)(=O)N3CCCCC3)ccc2OC(C)C)C1=O (stereo unspecified) | 1 | . | i | 17 | -5 | -1 | 9 | 20 | . | .
CCCCNCc1cc(Cl)c(OCCC)c(OCC)c1 | 2 | 0 | i | 27 | -2 | -1 | 4 | 15 | -6 | -33
O=C(OC1CCOC1=O)c1ccc2ccccc2n1 (stereo unspecified) | 1 | 1 | i | 24 | 14 | 0 | -1 | 6 | 1 | -24
O=C(CSc1nc2c(cnn2-c2ccccc2)c(=O)[nH]1)c1ccc(Cl)cc1 | -22 | 5 | i | 2 | -19 | -2 | 2 | 3 | 5 | -14
O=c1cc(O)nc(SCc2ccc(Cl)cc2)[nH]1 | 1 | 4 | i | -3 | 1 | -2 | 0 | 32 | 1 | -16
COC(=O)c1ccc(Cn2nc(-c3ccccc3)ccc2=O)cc1 | 4 | -4 | i | 9 | 17 | -4 | 9 | -4 | -4 | -13

High-throughput results deposited in PubChem by several laboratories.

This is a subset (hit frequency here may not be typical).
